Screening results from PubChem BioAssay.
hiPSC survival – enhancers of human iPSC single-cell survival; hiPSC single-cell survival, ATPlite luminescence; 100% = ROCK inhibitor wells, 0% = DMSO; hit rate 0.044% among 360,000; survival enhancement, % at 20 µM; in the data active = survival enhancement above about 18%;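 also: cells exposed to compounds for 16 hours before the ATP read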
H9c2 protect – protects H9c2 cardiomyocytes from peroxide injury. H2O2 injury protection, ATPLite, 2 h. protection from H2O2 cell death, % at 20 µM. hit rate 0.63% among 360,000. AID 588492;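 active = compounds giving at least 50% protection of heart cells from peroxide-induced death in the single-dose screen, raw or plate-pattern-corrected value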;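 also: 0% = DMSO wells with peroxide and 100% = DMSO wells without peroxide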
MC4R antagonist – human MC4R antagonism in cAMP assay; hit rate 0.48% among 360,000; AID 540295; inhibition, % at 6.5 µM; MC4R-expressing cells, MTII-stimulated cAMP, LANCE TR-FRET;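 active = inhibition above its plate's cutoff, the mean of tested wells on that plate plus 3 SD, cut at about 29% in these data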;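 also: 0% = Melanotan II alone and 100% = Melanotan II plus saturating MCL0020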
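material = U2OS cells stably expressing human melanocortin 4 receptor (MC4R) | also added = Melanotan II challenge | dosing = single nominal compound dose of 6.5 µM | detection = TR-FRET with Eu-cAMP and labeled anti-cAMP, 671 nm | replication = singlicate | timing = compound 30 min, challenge 1 h, detection 1 h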
HTR2A ag – activates the mouse 5-HT2A serotonin receptor; P35363; CHO-K1 mHTR2A beta-arrestin complementation, luminescence; percent of 30 µM serotonin response; activation, % at 7.6 µM; hit rate 0.66% among 360,000;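 active = activation above a run cutoff, the mean activation of all tested compounds plus 3 SD, cut at about 14% in these data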;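 also: 0% = plate median of compound wells and 100% = 30 µM serotonin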
Glyco luc inh – N-linked glycosylation inhibition | reporter increase, % at 12.5 µM | D54 ERlucT glycosylation luciferase reporter, 24 h; percent of 100 nM tunicamycin response | AID 588692 | hit rate 0.23% among 360,000;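 active = mean luciferase reporter signal, scaled so untreated is 0 and the glycosylation-blocking control 100, at or above a set limit in every replicate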;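 also: luciferase carries N-glycosylation sites so blocking glycosylation raises the light; 0% = median of neutral control wells and 100% = median of 100 nM tunicamycin wells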
ABCB6 inh 2 – human ABCB6 transporter inhibition. K562-ABCB6 porphyrin accumulation, flow cytometry, 1 h; stronger effect = lower value. fluorescence ratio to DMSO, % at 10 µM. hit rate 0.19% among 360,000;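 active = fluorescence ratio to DMSO below 75%, the collection mean minus 3 SD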;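 also: signal is porphyrin accumulated inside mitochondria; 100% equals median channel fluorescence of DMSO control wells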
Target sequence (Q9NP58 whole entry, looked up): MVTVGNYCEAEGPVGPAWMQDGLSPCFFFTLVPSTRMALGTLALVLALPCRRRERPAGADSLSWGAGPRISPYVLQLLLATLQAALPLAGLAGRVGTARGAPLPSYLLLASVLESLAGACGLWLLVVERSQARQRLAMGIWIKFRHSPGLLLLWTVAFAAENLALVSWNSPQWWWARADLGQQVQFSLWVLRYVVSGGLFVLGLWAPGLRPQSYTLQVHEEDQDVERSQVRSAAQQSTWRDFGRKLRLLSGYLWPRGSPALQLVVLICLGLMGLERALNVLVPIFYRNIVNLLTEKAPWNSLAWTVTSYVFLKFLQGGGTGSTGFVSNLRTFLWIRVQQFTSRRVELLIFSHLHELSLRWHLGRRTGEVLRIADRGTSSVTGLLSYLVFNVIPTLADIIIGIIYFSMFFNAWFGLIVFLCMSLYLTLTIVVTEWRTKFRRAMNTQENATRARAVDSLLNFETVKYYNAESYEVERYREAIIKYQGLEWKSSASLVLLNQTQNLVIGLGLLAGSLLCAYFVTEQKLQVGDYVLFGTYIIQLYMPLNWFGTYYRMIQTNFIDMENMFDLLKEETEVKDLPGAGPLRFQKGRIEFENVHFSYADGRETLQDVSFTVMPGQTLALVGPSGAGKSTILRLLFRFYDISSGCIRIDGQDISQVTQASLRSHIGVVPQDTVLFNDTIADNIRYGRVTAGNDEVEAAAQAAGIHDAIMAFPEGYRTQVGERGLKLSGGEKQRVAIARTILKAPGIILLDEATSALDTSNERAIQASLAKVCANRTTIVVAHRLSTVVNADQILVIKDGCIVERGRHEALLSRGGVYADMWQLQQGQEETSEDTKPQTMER
Exocytosis inh – lytic granule exocytosis inhibition; TALL-104 LAMP-1 surface exposure, flow cytometry; cells stimulated with thapsigargin and PMA; inhibition, % at 10 µM; hit rate 0.66% among 360,000;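 active = inhibition above about 55%, limit read from the data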
ABHD5 PLIN5 PPI – ABHD5-PLIN5 protein interaction inhibition | inhibition, % at 4 µM | Split G. princeps luciferase complementation, luminescence, 4 h | Q00G26+Q8WTS1 | AID 602281 | hit rate 0.78% among 360,000;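 active = inhibition above the mean inhibition across every tested compound plus 3 SD, cut at about 22% in these data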;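 also: 0% = DMSO only wells and the 100% control is not disclosed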
MC4R ag barr – activates human MC4R beta-arrestin recruitment; P32245; U2OS MC4R beta-arrestin complementation, luminescence; percent of melanotan II response, DMSO zero; activation, % at 8.9 µM; hit rate 0.98% among 360,000; AID 540308;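 active = activation above a per-plate cutoff, the mean activation of sample wells on that plate plus 3 SD, cut at about 8% in these data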
aDG glyco up – alpha-DG glycosylation activation; hit rate 0.22% among 360,000; AID 624168; activation, % at 10 µM; Pro5-aDG cells, alpha-DG glycosylation AlphaScreen (IIH6); 0% Pro5, 100% B10-LARGE cell signal;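 active = activation of at least 8% versus controls, or a plate z-score of at least 8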;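 also: Pro5 are CHO cells carrying HIG-tagged alpha-DG that lacks glycosylation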
* hit, by the source's call. Compounds as they come. Share with any hit: about 4.5%.

Every second line gives: hiPSC survival	H9c2 protect	MC4R antagonist	HTR2A ag	Glyco luc inh	ABCB6 inh 2	Exocytosis inh	ABHD5 PLIN5 PPI	MC4R ag barr	aDG glyco up
- Cc1cc(C(=O)OCC(=O)c2cccc([N+](=O)[O-])c2)c2cccc(C)c2n1
    -2.5	15.7	-3.9	-1.2	-1.7	98.0	0.1	-3.9	-0.7	0.0
- O=Cc1c(N2CCCCC2)nc2ccccn2c1=O
    -0.4	2.3	10.6	4.3	0.5	92.0	2.2	0.3	-1.7	-0.1
- Cn1cc(CN2CCC(n3nccc3NC(=O)c3ccc4c(c3)OCO4)CC2)cn1
    -2.0	2.1	5.7	-2.7	3.4	102.0	-6.9	4.0	-0.1	-0.4
- COc1ccc([C@H]2C(C(=O)O)=C[C@@H](C(C)(C)C)N2S(=O)(=O)c2ccc(C)cc2)cc1OC
    -2.4	18.0	2.0	2.1	2.3	103.0	-4.5	-1.8	1.4	0.0
- COc1cc(NC(=O)C(C)C)ccc1NC(=O)c1cc2ccccc2o1
    -0.2	7.2	9.0	1.2	-3.5	96.0	-5.8	-1.5	-0.4	0.0
- COC(=O)CCc1c(C)[nH]c(=S)[nH]c1=O
    -2.7	5.6	-3.1	-2.7	0.6	90.0	-1.1	7.8	0.0	0.0
- CCc1ccc2oc(-c3ccc(NC(C)=O)cc3)nc2c1
    -0.5	-5.2	8.1	-1.5	-6.9	91.0	-13.7	3.5	-0.2	0.1
- O=C(CSc1nncn1-c1ccccc1)Nc1ccc(F)cc1F
    -0.3	-0.6	3.4	4.3	-1.6	99.0	-3.1	4.7	-0.9	0.0
- Cc1ccc(NC(=O)NNC(=O)c2cc3ccccc3cc2O)cc1
    -0.4	-0.6	2.3	3.0	3.3	99.0	1.2	-0.8	12.7*	0.0
- C=CCN1C(=O)CN=C1Nc1ccc(OC)cc1OC
    1.1	3.9	3.7	10.2	1.4	94.0	-2.4	0.4	-0.6	-0.3
- Cc1cccc(NC(=O)CSc2nnc(-c3ccccc3C)o2)c1
    -2.1	-9.5	6.3	1.2	-6.8	95.0	4.6	-2.3	0.9	-0.2
- COc1ccc(C2C(C#N)=C(C)NC3=C2S(=O)(=O)c2ccccc23)cc1 (stereo not drawn)
    4.7	16.5	-4.1	-6.0	-4.0	99.0	-3.4	-1.3	-1.3	0.3
- COc1ccc(/C=N/OCC(=O)N=Nc2c(O)[nH]c3ccc(Br)cc23)cc1
    1.3	-5.9	-2.4	-1.7	1.1	93.0	0.0	-5.6	1.2	0.1
- CCOC(=O)NC1(C(F)(F)F)NC(=O)N(c2cccc(C(F)(F)F)c2)C1=O (stereo not drawn)
    1.3	6.7	21.7	-0.5	2.2	92.0	-1.9	1.8	-0.5	-0.2
- O=C(O)c1nccnc1C(=O)N1CCN(c2ccccc2)CC1
    -1.6	7.0	2.6	3.4	-0.9	91.0	-0.7	-3.0	-0.9	-0.1

Every second line gives: hiPSC survival	H9c2 protect	MC4R antagonist	HTR2A ag	Glyco luc inh	ABCB6 inh 2	Exocytosis inh	ABHD5 PLIN5 PPI	MC4R ag barr	aDG glyco up
- COc1ccc(N=C2SC(C(N)=O)CC(=O)N2CCc2ccc(OC)c(OC)c2)cc1 (stereo not drawn)
    2.6	1.1	2.9	-0.1	-0.1	101.0	0.0	-1.9	-1.6	-0.1
- CC(=O)Nc1ccc(NC(=O)c2sc3nc4n(c(=O)c3c2C)CCCCC4)cc1
    -0.3	2.3	16.3	5.3	-1.8	96.0	-2.5	-6.9	-1.6	0.2
- Cc1cc(C)c2c(N)c(C(=O)N3CCCCCC3)sc2n1
    11.6	-0.1	8.7	-1.9	-1.7	98.0	3.9	-10.5	-0.6	-0.1
- O=C(Nc1ccccc1)Nc1cc(Cl)cc(Cl)c1
    -0.2	-20.8	8.0	10.9	-4.2	101.0	-7.9	-4.6	1.2	0.2
- CCOC(=O)C1=C(O)C(=O)N(c2ccc(S(N)(=O)=O)cc2)C1c1cccc([N+](=O)[O-])c1 (stereo not drawn)
    0.3	2.3	19.7	1.2	0.6	99.0	-0.8	-4.6	1.7	0.0
- COc1ccccc1/C=C/C(=O)N1CCc2cc(OC)c(OC)cc2C1C (stereo not drawn)
    0.6	0.3	8.0	0.1	-1.0	96.0	7.8	-5.0	-1.5	-0.2
- CCC(Cc1ccccc1)NC(=O)CN(C)S(=O)(=O)c1ccc2c(c1)c(=O)n(C)c(=O)n2C (stereo not drawn)
    0.5	9.1	2.2	-5.3	0.8	101.0	-3.9	-2.1	-1.6	0.0
- N#C/C(=C\c1cccc(Cl)c1)c1n[nH]c(Cn2cncn2)n1
    -2.6	-3.4	-0.6	5.1	5.2	95.0	-5.7	7.8	-1.4	2.9*
- O=C(CCCC(=O)OCC(F)(F)C(F)F)Nc1ccc(NC(=O)CCCC(=O)OCC(F)(F)C(F)F)cc1
    0.6	4.9	0.4	-3.2	1.2	101.0	-0.6	-4.1	0.4	0.0
- O=C(Nc1nccs1)C(=O)c1c[nH]c2ccccc12
    -1.4	-16.3	-1.7	0.5	0.6	83.0	-0.4	-4.8	-2.0	1.0
- CC[n+]1c(/C=C/N(C)c2ccccc2)n(-c2ccccc2)c2ccc(-c3nc4ccccc4s3)cc21
    -0.7	-19.1	10.6	20.3*	14.1	108.0	63.6*	36.4*	16.3*	-0.6
- N=C(N)N1CCc2ccccc21
    0.3	-0.2	1.6	-1.5	2.4	101.0	1.8	-3.8	1.6	0.1
- O=C(c1ccc2c(=O)n3c(nc2c1)CCCCC3)N1CCN(C(c2ccccc2)c2ccccc2)CC1
    -1.9	4.2	17.9	6.6	-10.5	91.0	4.5	2.3	3.2	0.2
- Cc1ccc(NC(=O)C2CCCCC2C(=O)O)cc1Cl (stereo not drawn)
    0.5	2.3	-1.2	7.5	1.9	101.0	-0.3	2.0	0.0	0.1
- CC(C)CC(=O)Nc1ccc(C(=O)CN2CCC(C)CC2)cc1
    -1.3	-1.8	1.4	-2.6	-1.0	95.0	0.4	-0.7	-1.3	-0.3

Every second line gives: hiPSC survival	H9c2 protect	MC4R antagonist	HTR2A ag	Glyco luc inh	ABCB6 inh 2	Exocytosis inh	ABHD5 PLIN5 PPI	MC4R ag barr	aDG glyco up
- O=C(CCCc1nc(-c2ccccc2Cl)no1)NC1CCCC1
    0.2	-2.4	0.0	7.4	-3.3	96.0	-6.9	1.6	-1.5	0.1
- C/C(=N\NS(=O)(=O)c1ccc(C)c([N+](=O)[O-])c1)c1cccs1
    -0.2	0.4	2.9	-0.4	3.4	94.0	-2.4	-3.5	-1.7	-0.1
- C[C@H]1CN(S(=O)(=O)c2c(F)cccc2F)CCN1S(=O)(=O)c1ccc2c(c1)OCCO2
    2.6	-1.6	5.5	2.3	-1.5	99.0	0.3	-16.3	0.5	0.0
- COCCCNC(=S)N1CCN(c2ccccc2)CC1
    2.4	-9.0	-1.8	-2.0	-0.7	112.0	-2.0	-8.7	-2.2	-0.3
- CCCCC1=NN2CCS(=O)(=O)N=C2S1
    -0.8	8.1	1.4	0.0	-1.5	103.0	-1.0	4.2	0.0	0.8
- Nc1nc(SCc2cccnc2)c2ncn(C3OC(CO)C(O)C3O)c2n1 (stereo not drawn)
    -2.1	-3.2	2.9	5.3	1.7	101.0	0.5	7.2	-1.1	0.3
- CN1CC(=O)N/C1=N\C(=O)Nc1ccc2c(c1)N(C)C(=O)CS2
    -1.0	26.4	2.1	4.0	3.9	118.0	1.7	-3.5	-1.4	0.0
- CC1Cc2ccccc2N1C(=O)c1ccc2snnc2c1 (stereo not drawn)
    3.7	-2.4	-4.7	-3.6	-1.3	99.0	1.0	-12.4	0.4	0.3
- Cc1nc(SCc2cccc(C(=O)O)c2)nc2c1CCCC2
    2.8	0.7	9.6	7.5	0.1	100.0	-0.3	3.8	-1.8	-0.4
- Cc1cccc(C(=O)Nc2nnc(Cc3ccccc3)s2)c1
    1.1	-6.9	3.4	6.6	1.2	97.0	-14.4	-3.1	0.1	-0.1
- COc1ccccc1CNC(=O)COC(=O)Cc1ccc(F)cc1
    1.4	-0.1	-5.7	4.5	3.3	98.0	-1.1	-0.2	3.5	-0.1
- COc1ccc(N2CCC(CNC(=S)Nc3c(C)cccc3C)C2)cc1 (stereo not drawn)
    0.0	-2.9	6.0	-3.4	-2.7	106.0	7.8	2.0	-0.1	-0.2
- CCCCc1nc2cc(C(=O)N3CCCCC3C(=O)OC)ccc2o1 (stereo not drawn)
    -0.3	3.8	-4.9	-4.8	-1.3	96.0	0.5	-0.8	-1.7	0.0
- Cc1[nH][nH]c(=O)c1[C@@H](c1ccccc1[N+](=O)[O-])C(C#N)C#N
    1.5	7.3	4.9	2.3	4.8	94.0	-1.9	3.3	-0.1	-0.1
- CCCCNC(=O)c1cc2c(=O)n3cccc(C)c3nc2n(Cc2ccccc2)c1=N
    -1.3	-13.7	17.4	-2.4	-4.8	88.0	5.0	4.8	-2.5	0.6

Entries from the list above that have a cyano group, in the order listed:
Every second line gives: hiPSC survival	H9c2 protect	MC4R antagonist	HTR2A ag	Glyco luc inh	ABCB6 inh 2	Exocytosis inh	ABHD5 PLIN5 PPI	MC4R ag barr	aDG glyco up
- COc1ccc(C2C(C#N)=C(C)NC3=C2S(=O)(=O)c2ccccc23)cc1 (stereo not drawn)
    4.7	16.5	-4.1	-6.0	-4.0	99.0	-3.4	-1.3	-1.3	0.3
- N#C/C(=C\c1cccc(Cl)c1)c1n[nH]c(Cn2cncn2)n1
    -2.6	-3.4	-0.6	5.1	5.2	95.0	-5.7	7.8	-1.4	2.9*
- Cc1[nH][nH]c(=O)c1[C@@H](c1ccccc1[N+](=O)[O-])C(C#N)C#N
    1.5	7.3	4.9	2.3	4.8	94.0	-1.9	3.3	-0.1	-0.1

(next part)
Every second line gives: hiPSC survival	H9c2 protect	MC4R antagonist	HTR2A ag	Glyco luc inh	ABCB6 inh 2	Exocytosis inh	ABHD5 PLIN5 PPI	MC4R ag barr	aDG glyco up
- O=C(CCCc1cccs1)N1CCN(S(=O)(=O)c2ccccc2Br)CC1
    -0.6	-2.6	-1.1	-2.9	-5.5	97.0	-1.9	-5.3	-1.6	0.6
- O=C(Cn1c(=O)oc2ccccc21)NCc1ccco1
    -2.1	1.5	-4.3	-0.8	0.0	103.0	-2.4	3.3	-1.8	-0.2
- CN(CC(=O)Nc1c(Cl)cccc1Cl)C(=O)c1ccccc1SCC(=O)N1CCCC1
    0.0	1.0	4.1	9.8	-0.9	98.0	-4.4	7.5	-4.5	-0.3
- O=C(NCc1ccc(Cl)cc1)C1CCCN(C(=O)c2ccc(Cl)cc2)C1 (stereo not drawn)
    -0.4	-4.4	4.2	0.3	-2.9	102.0	12.8	1.1	-1.9	0.2
- COc1ccc(N(CC(=O)Nc2ccccc2C(F)(F)F)C2=NC3CS(=O)(=O)CC3S2)cc1 (stereo not drawn)
    1.1	11.5	4.7	5.7	0.1	100.0	7.9	-6.4	-0.8	-0.1
- O=C(CCNC(=O)Cn1ccc2ccccc2c1=O)NCCN1CCN(c2cccc(Cl)c2)CC1
    -2.1	-12.1	3.7	-9.4	-11.8	93.0	1.6	2.8	-2.0	0.1
- COc1ccc(CCNC(=O)c2c(O)c3cc(OC)c(OC)cc3[nH]c2=O)cc1OC
    -2.1	5.2	1.9	3.3	-5.1	91.0	10.5	-9.5	1.3	-0.5
